D3 antag: D3 dopamine receptor (human) antagonism. 360,000 compounds, 2.5% hits. max response, negative = inhibition, %. D3R cells, DiscoveRx beta-arrestin luminescence, antagonist mode; active compounds read low; in the data active means max response below about -50%; inconclusive means no clear call, values can overlap the other calls; further: on the % scale 0 is the no-effect control and ±100 the full control effect; mostly tested at two doses, the higher about 12 µM
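Cells expressing the human receptor were seeded at 1500 cells/well, incubated overnight at 37 degrees C in 5% CO2, then exposed to library compounds with dopamine controls for 90 minutes at 37 degrees C before luminescent detection.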
IL2 activator: IL-2 activation. IL-2 activation reporter assay, cell-based qHTS; stimulated with anti-CD3/CD4/CD28 beads; in transgenic mouse T cells. activation, % (series mostly up to about 46 µM). 360,000 compounds, 0.065% hits. AID 652025; in the data active means activation above about 50%; inconclusive means mostly about 30% to 49%; further: 0% is about no effect
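Readout: EGFP and DsRed signals by fluorescent plate cytometry. Unstimulated transgenic mouse T cells received compound 60 min before antibody-bead stimulation, then incubated 18 h at 37 degrees C.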
PI5P4K alpha inh: blocks human PI5P4K alpha kinase activity | P48426 | PI5P4Kalpha enzyme, ADP-Glo luminescence, 60 min; active compounds read low | 330,000 compounds, 1.2% hits | max response, %; active means max response of -50% or lower; inconclusive means between -30% and -50%; inactive means -30% or higher; further: value at the top dose of about 77 µM; on the % scale 0 is the no-effect control and ±100 the full control effect
Target sequence (P48426 whole entry, looked up): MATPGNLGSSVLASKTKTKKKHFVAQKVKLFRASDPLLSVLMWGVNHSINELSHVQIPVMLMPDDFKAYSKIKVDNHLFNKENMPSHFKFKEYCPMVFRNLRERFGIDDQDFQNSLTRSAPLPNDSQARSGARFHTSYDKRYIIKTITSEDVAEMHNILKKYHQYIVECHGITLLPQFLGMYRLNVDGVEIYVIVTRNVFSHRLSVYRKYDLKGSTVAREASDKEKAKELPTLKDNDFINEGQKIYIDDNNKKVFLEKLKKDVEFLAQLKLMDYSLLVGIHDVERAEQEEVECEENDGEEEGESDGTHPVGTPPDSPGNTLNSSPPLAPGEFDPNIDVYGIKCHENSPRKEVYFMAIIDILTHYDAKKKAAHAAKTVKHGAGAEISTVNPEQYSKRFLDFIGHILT
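Compounds were pin-transferred onto PI5P4Kalpha and substrate in HEPES pH 7.4 buffer with EGTA, CHAPS and 5% DMSO. ATP (5 microM final) started the reaction, which ran 60 minutes at room temperature before ADP-Glo detection.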
GLP1R inv ag: inverse agonists of human GLP-1 receptor | P43220 | HEK293 GLP-1R CRE-luciferase, luminescence, 24 h; GLP-1R form is constitutively active | Potency, µM (doses to about 38.3 µM), for the others: top-dose activity change, negative = inhibition, hits mostly inhibitors | 410,000 compounds, 1.6% hits | AID 624417; further: potency means the concentration at half of the fitted maximal effect; on the % scale 0 is the no-effect control and ±100 the full control effect; nearly all actives have a fitted effect of over 55% in size
Target sequence (P43220 whole entry, looked up): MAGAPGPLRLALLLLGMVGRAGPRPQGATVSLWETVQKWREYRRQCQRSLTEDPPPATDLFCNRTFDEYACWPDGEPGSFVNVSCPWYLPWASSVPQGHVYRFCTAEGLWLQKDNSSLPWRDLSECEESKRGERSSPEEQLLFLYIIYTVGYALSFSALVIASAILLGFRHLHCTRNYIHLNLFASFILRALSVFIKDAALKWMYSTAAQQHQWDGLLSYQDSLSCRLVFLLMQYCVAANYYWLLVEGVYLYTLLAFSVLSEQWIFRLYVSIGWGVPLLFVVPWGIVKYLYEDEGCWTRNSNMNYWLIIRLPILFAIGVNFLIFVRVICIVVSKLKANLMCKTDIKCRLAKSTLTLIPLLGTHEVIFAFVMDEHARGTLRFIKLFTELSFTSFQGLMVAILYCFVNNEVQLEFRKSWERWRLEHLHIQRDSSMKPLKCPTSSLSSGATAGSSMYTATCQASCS
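Inverse agonists were sought by their lowering of basal cAMP reporter luciferase output in HEK293 cells stably carrying constitutively active human GLP-1R, after 24 h compound treatment.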
GLP1R ag: GLP-1 receptor (human) agonism. HEK293 GLP-1R CRE-luciferase, luminescence, 4-6 h; cells express a hypersensitive GLP-1R form. Potency, µM (highest dose often 45.6 µM), inactives show top-dose activation, most hits filed as activators. 380,000 compounds, 0.007% hits; further: potency means the concentration at half of the fitted maximal effect; % of control where 0% means no effect
GLP1R cytotox: cytotoxicity in counter-screen for GLP-1R inverse agonists; HEK293 cAMP-luciferase reporter cells, luminescence, 24 h; Potency, µM (doses to about 38.3 µM), without a hit: top-dose activity change, negative = inhibition, usual class: inhibitors; 410,000 compounds, 0.13% hits; AID 624418;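 further: loss of luciferase light is scored as toxicity; potency means the concentration at half of the fitted maximal effect; on the % scale 0 is the no-effect control and ±100 the full control effect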
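Here, cytotoxicity is scored as loss of luminescence. The MLSMR collection was tested on cells seeded in medium containing 10% Nu serum, with a 24 hr compound exposure preceded by 12 hours of culture.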
DRD3 agonist: D3 dopamine receptor (human) agonism. D3R DiscoveRx beta-arrestin cells, luminescence, 90 min. max activation, %. 410,000 compounds, 0.58% hits; in the data active means max activation above about 30%; further: 0% is about no effect; mostly tested at two doses, the higher about 12 µM
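Agonist-mode cell screen: cells plated at 1500/well and incubated overnight at 37 °C, then exposed to library compounds for 90 min at 37 °C. Detection reagent was added for 30–60 min at room temperature, and luminescence was read.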
PLK1 PBD inh: blocks phosphopeptide binding to human PLK1 polo-box domain. Plk1 PBD binding of FITC phosphopeptide, fluorescence polarization. Potency, µM, inactives show max response, negative = inhibition, usual class: inhibitors. 360,000 compounds, 2.8% hits. AID 720504; further: potency means the concentration at half of the fitted maximal effect; series mostly up to about 57 µM; on the % scale 0 is the no-effect control and ±100 the full control effect; nearly all actives have a fitted effect of over 65% in size
WRN helicase inh: WRN helicase (human) inhibition | AID 651768 | 360,000 compounds, 0.46% hits | WRN helicase unwinding, fluorescent forked duplex, kinetic | Potency, µM (series often up to 114 µM), inactives show at the highest dose activity change, negative = inhibition, usual class: inhibitors | Q14191; further: potency means the concentration at half of the fitted maximal effect; on the % scale 0 is the no-effect control and ±100 the full control effect; nearly all actives have a fitted effect of over 55% in size
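Screening of the MLSMR collection measured strand separation of a quenched forked DNA duplex (100 nM) by 20 nM WRN with 2 mM ATP, all final. Compounds were preincubated with enzyme 15 min at room temperature.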
* marks the source's active call; other numbers are inactive results; ? = inconclusive; . = no result given; [ ] = remark or other dose. Unless noted, the call rests on the fitted dose curve; in most records, active means well fitted curve in the direction sought with a large enough effect; inconclusive means small, poorly fitted or top-dose-only effect, or another doubt; inactive means no such curve, though single readings can be large; an effect the other way counts as inactive or inconclusive.

SMILES	D3 antag	IL2 activator	PI5P4K alpha inh	GLP1R inv ag	GLP1R ag	GLP1R cytotox	DRD3 agonist	PLK1 PBD inh	WRN helicase inh
COc1ccc(N(CC(=O)NCCSc2ccccc2)S(=O)(=O)c2ccccc2)c(OC)c1	42	-0.3	0	10µM*	2%	-1%	-5	-4%	-18%
CC(Oc1ccc(Cl)cc1Cl)c1ccn[nH]1 (configuration not stated)	-9	0.5	-5	-15%[7.66 µM]	8%	7%[7.66 µM]	-7	-8%	0%
COc1cc(C(=O)Nc2ccccc2SCc2cc(=O)n3nc(C)sc3n2)cc(OC)c1OC	1	-0.1	-3	5%	1%	-5%	0	27µM*	-5%
COc1ccccc1N1CCN(C(=O)c2ccccc2NC(=O)C2CCCCC2C(=O)O)CC1 (configuration not stated)	-4	-2.6	-7	15%	-8%	7%	-2	-1%	?
Cc1cc2cc(CNC(=S)NCc3ccccc3)ccc2n1C	-8	-1.5	1	?	0%	?	9	-1%	-17%
CC1(C)CC(=O)CC(C)(C)N1OC(=O)c1ccncc1	-8	-2.3	.	5%	2%	-18%	11	-11%	9%
Nc1nc(SCC(=O)Nc2ccccc2Oc2ccccc2)n[nH]1	0	0.4	3	24%	2%	16%	-7	-12%	-1%
N#Cc1c2c(c(Nc3ccc(O)cc3)n3c1nc1ccccc13)CCC2	8	0.6	-14	68%[activator]	-7%	?	-16	-3%	-9%
COCCNC(=O)c1onc(CSc2ccccn2)c1C(=O)NCCOC	2	-1.2	1	0%	8%	8%	1	-17%	3%
CCOc1ccc(/C=C2\SC(=S)N(CCC(=O)Nc3ccc(C(=O)O)cc3)C2=O)cc1	5	-0.1	1	16%	5%	-9%	-1	?	-5%
CSCCC(NC(=O)c1ccccc1Cl)C(=O)NCCOc1ccc(C)cc1 (configuration not stated)	-1	-0.8	9	-32%	-2%	-7%	0	-1%	-5%
CCN1C(=O)C2(C(C#N)=C(N)Oc3cc(C)oc(=O)c32)c2ccccc21 (configuration not stated)	?	1.8	-16	4%	1%	10%	-1	-7%	1%
COc1ccc(CN2C(=O)CNC2=S)cc1	-11	-1.8	2	-3%	-3%	-2%	-10	-2%	0%
CC(=O)Oc1ccc(C(=O)NCCc2ccccc2)cc1	13	-0.7	3	?	-5%	3%	1	-4%	-1%
COc1cccc(-n2ccnc2SCC(=O)Nc2ccccc2F)c1	-12	-4.6	1	-23%	9%	0%	-4	-8%	-3%
COc1cc(OC)cc(-c2nc3nc(C)c(CCC(=O)Nc4ccc(C)c(C)c4)c(C)n3n2)c1	.	.	.	8%	-1%	0%	-18	.	.
Cc1ccc(-n2c(Cc3cccn3C)nnc2SCC(=O)NCc2ccco2)cc1	18	-1.9	.	0%	4%	12%	11	-13%	-28%
O=C(CCC(=O)OCC(=O)c1cccc([N+](=O)[O-])c1)Nc1cccc(Cl)c1Cl	13	-2.2	.	-16%	0%	-13%	-6	-5%	6%
Nc1nn(-c2cccc(F)n2)cc1-c1ccccc1	-8	-0.2	2	?	5%	8%	-3	-9%	-19%
C=CC(O)Cc1c(C)n[nH]c1C (configuration not stated)	11	-0.3	.	23%	-2%	13%	9	-13%	10%
Cc1ccc(NC(=O)c2cccs2)cc1[N+](=O)[O-]	9	-0.7	-12	?	14%	-1%	-1	-6%	-5%
COCCNc1nc(NCc2ccc(NC(C)=O)cc2)c2sc(-c3ccccc3)cc2n1	42	-0.5	-21	?	1%	?	3	-7%	-5%
Cc1ccc(S(=O)(=O)CCC(=O)Nc2cc(Cl)ccc2-n2cncn2)cc1	0	1.6	0	9%	7%	-10%	4	-24%	-9%
Cc1cc2ccccc2nc1Br	-6	0.4	2	-9%	0%	2%[1.53 µM]	-7	-3%	-23%[57.1 µM]
Cc1ccc(NC(=S)NCc2ccc(S(N)(=O)=O)cc2)cc1Cl	-9	-1.0	-1	?	10%	-13%	2	-12%	-1%

Record cards, as listed above.
COc1ccccc1N1CCN(C(=O)c2ccccc2NC(=O)C2CCCCC2C(=O)O)CC1 (configuration not stated) is entered as D3 antag: -4; IL2 activator: -2.6; PI5P4K alpha inh: -7; GLP1R inv ag: 15%; GLP1R ag: -8%; GLP1R cytotox: 7%; DRD3 agonist: -2; PLK1 PBD inh: -1%; WRN helicase inh: ?
CC(=O)Oc1ccc(C(=O)NCCc2ccccc2)cc1 is entered as D3 antag: 13; IL2 activator: -0.7; PI5P4K alpha inh: 3; GLP1R inv ag: ?; GLP1R ag: -5%; GLP1R cytotox: 3%; DRD3 agonist: 1; PLK1 PBD inh: -4%; WRN helicase inh: -1%

(continued)
SMILES	D3 antag	IL2 activator	PI5P4K alpha inh	GLP1R inv ag	GLP1R ag	GLP1R cytotox	DRD3 agonist	PLK1 PBD inh	WRN helicase inh
COc1ccccc1S(=O)(=O)c1ccccc1[N+](=O)[O-]	-12	-2.2	5	-8%	-1%	-5%	-11	-10%	-16%
COC(=O)CCC(=O)OC1(C)C(=O)C=C2C=C3CCCN3C=C2C1=O (configuration not stated)	-22	-0.5	-16	2%	-6%	-6%	19	-13%	-3%
O=C1C=C(C2CCCCC2)C(=O)c2ccccc21	3	0.6	8	12%	11%	-2%	2	-6%	9%
CC(C)(C)/C(O)=C(/C#N)c1nc2ccccc2[nH]1	?	2.4	.	0%	9%	4%	0	1%	4%
CCC(CO)n1c(SCc2cc(=O)oc3cc(C)ccc23)nc2ccccc2c1=O (configuration not stated)	7	-1.7	0	-12%	1%	2%	0	-21%	-12%
COC(=O)c1cn(NC(=O)Cc2c(F)cccc2Cl)c(=O)c2ccccc12	9	1.5	1	-1%[7.66 µM]	1%	4%[7.66 µM]	1	2%	-5%
CC1=NN(C(=O)Cn2nc([N+](=O)[O-])cc2C)C(O)(C(F)(F)F)C1 (configuration not stated)	-28	0.9	2	-15%	-2%	-4%	-5	-10%	-22%
CC(=O)N1CCN(C(C(=O)Nc2c(C)cccc2C)c2ccccc2OC(F)(F)F)CC1 (configuration not stated)	9	1.7	1	10%	.	0%	5	2%	-6%
COC(=O)CCC/C=C1/SCC(NC(=O)c2ccccc2)C1=O (configuration not stated)	-6	0.2	-27	2%	-21%	-11%	3	?	-24%
C=CCS/C(=N\n1cnc2ccccc2c1=O)N(CC)CC	2	-0.8	-7	-22%	1%	-10%	-2	3%	-5%
O=C1CC(c2ccccc2)=NN1c1ccccc1	-1	-0.2	4	-21%	-3%	?	-1	1%	-5%
COc1cccc(S(=O)(=O)c2nc(C)c3c(n2)CCC3)c1	-6	1.2	1	-25%	-2%	2%	0	-16%	7%
CCOC(=O)c1cccc(NC(=O)CCNS(=O)(=O)c2ccc3c(c2)CCN3C(=O)CC)c1	15	-0.7	9	23%	0%	-4%	-2	-4%	-8%
CN1CCC(N2CCN(C3CN(C4CCCC4)S(=O)(=O)C3)CC2)CC1 (configuration not stated)	30	-0.3	0	0%	-2%	2%	4	-1%	-4%
Cc1nn(S(=O)(=O)c2ccccc2)c(C)c1Sc1ccc([N+](=O)[O-])cc1	-80*	-0.5	.	5%	20%	5%	-1	-5%	-1%
Cc1ccc(NC(=O)C(=O)NCCc2c[nH]c3ccccc23)cc1C	12	0.6	-2	-15%	15%	-2%	3	1%	-3%
COc1ccc(N2C(=O)CC(Sc3ncccc3C(=O)O)C2=O)cc1 (configuration not stated)	-14	-0.4	.	-6%	0%	1%	-6	-4%	2%
Cc1ccc(C)c(NC(=O)CCN2C(=O)C3CC=CCC3C2=O)c1 (configuration not stated)	-1	0.1	1	17%	-1%	-2%	1	-2%	-2%
CCN(CCO)Cc1csc2ccc(Cl)cc12	4	0.7	-5	5%	-3%	8%	10	2%	12%
Oc1c(Cl)cc(Cl)cc1/C=C/c1ccc2cccc(O)c2n1	1	2.5	-3	?	4%	174%[activator]	32*	35%[activator]	-23%
C/C(=N\NC(=O)c1ccc(N(C)C)cc1)c1ccc(C)c(C)c1	-8	-1.4	0	?	8%	1%	12	-8%	-3%
CC(C)c1ccc(-c2cc(C(=O)N3CCOCC3)c3cc(Br)ccc3n2)cc1	6	-0.1	10	?	1%	5%	-6	-15%	15%
Cn1ncc2c(NNC(=O)c3ccccc3Cl)ncnc21	-4	-0.1	8	15%	-6%	-22%	-6	-3%	-24%
O=C1C(Cl)=C(NS(=O)(=O)c2ccc([N+](=O)[O-])cc2)C(=O)c2ccccc21	?	-4.7	102	0%	10%	-6%	-8	?	79µM*
CCN(CC)S(=O)(=O)c1ccc(C(=O)OCC(=O)Nc2ccc(-c3nc4ccc(C)cc4s3)cc2)cc1	34	-0.1	-8	-3%	12%	1%	-1	-9%	-5%

(cont.)
SMILES	D3 antag	IL2 activator	PI5P4K alpha inh	GLP1R inv ag	GLP1R ag	GLP1R cytotox	DRD3 agonist	PLK1 PBD inh	WRN helicase inh
Cc1ncc([N+](=O)[O-])n1CCOC(=O)NC(Nc1ccc(F)cc1)C(Cl)(Cl)Cl (configuration not stated)	-10	-1.9	3	-26%	0%	-5%	0	-25%	0%
Nc1nc(SCc2ccccc2Cl)c2ncn(C3OC(CO)C(O)C3O)c2n1 (configuration not stated)	-8	-0.2	-2	68%[activator]	16%	-10%	5	-3%	-3%
CCOC(=O)c1ccc(COC(=O)c2ccc3c(c2)-c2ccccc2C3=O)cc1	10	14	0	21%	-1%	1%	-4	-6%	-3%
OC(COCc1cccs1)CN1CCN(c2cccc(Cl)c2)CC1 (configuration not stated)	-56*	-5.3	10	0%	3%	-3%	-6	-8%	-30%
CCCCCCn1c(N2CCC(C(N)=O)CC2)nc2c1c(=O)n(C)c(=O)n2C	-7	-1.8	-2	7%	1%	-22%	-1	-13%	1%
CC1=C(C(=O)OCC(Cl)(Cl)Cl)N2C(=O)C(NC(=O)Cc3ccccc3)C2SC1 (configuration not stated)	7	4.8	5	-7%	1%	12%	1	-29%	1%
Cc1c(Cl)cccc1NC(=S)NCCc1ccc(F)cc1	-15	-0.6	8	?	-2%	?	-6	-28%	-3%
COc1cccc(/C=N/N2CCN(c3ccc(Cl)cc3)CC2)c1OC	20	-2.5	1	3%	6%	0%	12	2%	-5%
CCOc1ncccc1-c1nc(-c2cccs2)no1	-16	-2.5	11	55%[activator]	15%	27%	-11	-2%	-4%
CCOC(=O)N1CCN(C(=O)C2CC(c3cc(OC)ccc3OC)=NO2)CC1 (configuration not stated)	11	-1.0	.	7%	1%	-5%	25	-2%	-9%

Compound activity (PubChem)
